IDE cell activ – human IDE activators in live cells, primary screen, fluorescence polarization, HEK cells, FAbeta-B substrate | FAbeta-B cleavage; 0% vehicle, 100% cell-free pure enzyme wells | activation, % at 5.96 µM | Insulin-degrading enzyme (Homo sapiens), P14735 | 340,000 compounds, 0.073% hits;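 active = activation above the mean of all tested compounds plus 3 SD, set per screening campaign, cut at about 17% in these data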
IMP-1 inh – IMP-1 metallo-beta-lactamase inhibitors, primary screen, biochemical, epi-absorbance readout, Pseudomonas aeruginosa enzyme | purified IMP-1, nitrocefin hydrolysis, epi-absorbance fluorescence | inhibition, % at 5.6 µM | 290,000 compounds, 0.45% hits | AID 1556, 2009;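 active = inhibition above the mean plus 3 SD of all compounds in the same screening run, cut at about 4.5% in these data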;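 note: 0% = IMP-1 with DMSO and 100% = DMSO wells lacking enzyme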
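assay system = purified recombinant IMP-1 metallo-beta-lactamase enzyme | schedule = 15 min preincubation plus 25 min reaction at 25 °C | signal = Epi-absorbance fluorescence, 480 nm excitation, 530 nm emission | read-out basis = percent inhibition from optical density relative to buffer-blank wells | controls = IMP-1 with DMSO as 0%, enzyme-free DMSO as 100%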
IDE inh – human IDE inhibitors in live cells, primary screen, fluorescence polarization, HEK cells, FAbetaB substrate; inhibition, % at 5.59 µM; 320,000 compounds, 0.41% hits; AID 434962, 2010; FAbetaB cleavage; Insulin-degrading enzyme (Homo sapiens), P14735;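 active = percent inhibition above the average of all tested compounds plus 3 SD, set per screening campaign, cut at about 16% in these data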;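 note: IDE supplied by intact live HEK cells; FP after avidin binding of uncleaved biotin substrate so inhibition keeps polarization high; 0% = DMSO wells and 100% = 60 µM reference IDE inhibitor Ii1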
VIM-2 inhibitor – VIM-2 metallo-beta-lactamase inhibitors, primary screen, biochemical, epi-absorbance readout, Pseudomonas aeruginosa enzyme; purified VIM-2, nitrocefin hydrolysis, epi-absorbance fluorescence; inhibition, % at 5.6 µM; 290,000 compounds, 0.89% hits; AID 1527, 2009;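 active = inhibition above the mean of all tested compounds plus 3 SD, cutoff set per screening run, cut at about 7.5% in these data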;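 note: red hydrolysis product quenches plate fluorescence so inhibitors raise well fluorescence; 0% = enzyme with DMSO and 100% = DMSO without enzyme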
SUMO HTRF inh – inhibitors of in vitro SUMOylation cascade, primary screen, biochemical, HTRF, uHTS. inhibition, % at 35 µM. 290,000 compounds, 0.36% hits. HTRF SUMOylation assay, SAE1/SAE2 + UBC9. SUMO-conjugating enzyme UBC9 (Homo sapiens), P63279; in the data active = inhibition above about 50%, passing the limit was not always enough; note: strong numbers were not always called active
Target sequence (P63279 whole entry, looked up): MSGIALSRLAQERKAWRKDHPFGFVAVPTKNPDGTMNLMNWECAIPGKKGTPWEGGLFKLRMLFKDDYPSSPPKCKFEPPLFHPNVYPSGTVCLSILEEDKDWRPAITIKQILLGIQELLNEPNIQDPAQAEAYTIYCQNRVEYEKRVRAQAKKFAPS
M18AAP inhibitor – PfM18AAP inhibitors, malaria aminopeptidase, primary screen, biochemical, QFRET, recombinant enzyme; M18 aspartyl aminopeptidase (Plasmodium falciparum 3D7); H-Glu-NHMec fluorogenic cleavage; inhibition, % at 7.35 µM; 290,000 compounds, 1.2% hits; AID 1822, 2009;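 active = inhibition above the campaign mean inhibition over all tested compounds plus 3 SD, cut at about 28% in these data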;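 note: 0% = plate median of test compound wells and 100% = 2 mM ZnCl2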
DNA FID counter – compounds displacing fluorescent DNA intercalator, primary screen, artefact control for HCV NS3 helicase inhibitor project, biochemical, FID fluorescence; 290,000 compounds, 0.17% hits; AID 1845, 2009; inhibition, % at 7.9 µM; DNA fluorescent intercalator displacement; in the data active = inhibition above about 37%;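 note: 0% = vehicle and 100% = reference compound; higher means more ethidium bromide displaced from hairpin DNA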
pCIP destab – p/CIP-EGFP fusion destabilizers, primary screen, fluorescence, F442A cells | Q05BA5 | 16 h | decrease of EGFP signal, % at 10 µM | 290,000 compounds, 0.01% hits;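 active = EGFP signal decrease of at least 30% at 10 µM or well 3 SD below plate mean, unless failing retest; inactive = the rest, including hits failing retest or dose response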; note: some compounds called inactive have numbers as strong as hits; many of its hits are not listed in these tables
HCV NS3 hel inh – inhibitors of HCV NS3 helicase, primary screen, biochemical, Cy5 molecular beacon fluorescence; Hepatitis C virus NS3 helicase; NS3 helicase DNA unwinding; inhibition, % at 10.9 µM; 290,000 compounds, 0.56% hits; AID 1800, 2009;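 active = inhibition above the mean of all tested compounds plus 3 SD, set per campaign, cut at about 35% in these data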;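 note: 0% = DMSO wells and 100% = thioflavine S control wells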
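System: HCV NS3 helicase fragment; control set: DMSO and thioflavine S; technique: Cy5 fluorescence at 0 and 60 min, beacon hairpin quenching; reagent: beacon DNA duplex substrate plus ATP; replicates: singlicate; schedule: 1 h reaction at 25 °C, ATP-initiated; medium: MOPS buffer pH 6.5 with MgCl2, DTT, Tween20, BSA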
Active calls of the source: *; . = not tested or not shown. This is a random part of the collection. Share with any hit: about 3.6%.

SMILES	IDE cell activ	IMP-1 inh	IDE inh	VIM-2 inhibitor	SUMO HTRF inh	M18AAP inhibitor	DNA FID counter	pCIP destab	HCV NS3 hel inh
COc1ccc(NS(=O)(=O)c2ccc(Oc3ncccn3)cc2)cc1	0	-5.2	0	-2.6	12	-12	-7	-6	-5
Cn1c(CC(=O)Nc2ccc(Cl)c(Cl)c2)nnc1SCC(=O)N1CCN(c2ccccc2)CC1	-6	-1.3	1	-2.5	-13	-2	-22	-8	-27
Cc1cc(Cl)c2oc(C(=O)N(C)Cc3nccn3C)c(C)c2c1	8	-3.7	.	-2.6	10	-1	-11	-12	8
Cc1[nH]c(=O)[nH]c(=O)c1/C=N\NC(=O)CCc1ccc(OC(C)C)cc1	.	-2.9	-5	-6.6	10	8	-6	24	-2
CC(=O)N1CCCc2cc(S(=O)(=O)N3CCc4ccccc4C3)ccc21	-7	-1.4	1	-0.7	7	-7	-25	-16	-9
Cc1ccc(-c2nc(CS(=O)(=O)CC(=O)N3CC(C)CC(C)C3)c(C)o2)cc1 (stereo unspecified)	3	-3.9	0	-0.7	25	4	-30	-14	0
CS(=O)(=O)N1CCN(c2ccccc2F)CC1	0	-0.8	-2	-3.2	-2	-10	4	-17	-8
COc1cccc(CN(C)C(=O)c2ccccc2Sc2ccccc2C#N)c1	3	-2.6	1	0.1	-6	-4	-53	-7	-7
N#C/C(=C\c1ccccn1)c1nc2ccccc2s1	-60	-1.3	28*	2.3	20	21	-3	-398	5
Cc1ccc(C(=O)COC(=O)c2ccc(-c3cnc4ccccc4n3)cc2)cc1C	5	2.0	7	-0.9	-8	0	-11	0	10
N#CC(C#N)=Cc1ccc(OC(=O)c2ccccn2)cc1	-1	-3.1	-6	-2.9	0	0	-3	-5	-4
COCc1cc(C)nc(SCc2ccc([N+](=O)[O-])cc2)c1C#N	8	1.2	2	0.9	1	3	-5	10	14
Cc1nn(-c2ccc(F)cc2)c(-n2cccc2)c1C(=O)N1CCN(C(=O)c2ccco2)CC1	-1	-2.0	2	-1.2	-4	9	-49	0	-2
Cc1cc(C(=O)N/N=C2\CCCc3ccccc32)c(C)o1	2	-0.6	3	-1.0	-4	-4	-4	12	-2
COc1ccc(CN2CCN(C(=O)Cn3nc(C(=O)O)c4ccccc4c3=O)CC2)cc1F	1	-3.6	-5	5.5	7	0	-28	0	-6
Cc1ccc(CNCc2ccc3c(c2)OCO3)cc1	2	-2.5	4	2.0	4	1	0	0	4
CCOc1ccccc1NC1=C(Cl)C(=O)N(c2ccc(OC)cc2)C1=O	9	-2.9	7	-3.0	-8	17	-3	4	-6
COCC(=O)N(Cc1cc2ccc(C)cc2[nH]c1=O)c1ccc(C)cc1C	4	-4.7	6	-0.5	1	-2	-34	-8	12
O=C(O)c1sc2cc(C(F)(F)F)cnc2c1-c1cccs1	.	-1.1	-1	-0.6	16	4	-7	-4	8
COc1cc(C)c(NC(=O)COc2ccc3c(c2)OCO3)cc1C	1	-3.7	-3	-1.7	-10	4	-21	5	0
CC1(C(=O)OCC(=O)Nc2ccccc2Cl)CC1(Cl)Cl (stereo unspecified)	2	0.1	-2	0.3	0	3	-16	5	8
O=C(Nc1ccccc1C(=O)O)c1cc(S(=O)(=O)N2CCCCCC2)ccc1Cl	4	-1.6	0	0.6	-1	-6	-10	-2	-5
Nc1ccccc1Nc1ccc([N+](=O)[O-])cc1[N+](=O)[O-]	-2	-2.7	0	-2.0	18	4	8	-11	11
CCCS(=O)(=O)N1CCN=C1SCc1ccc(C)cc1	4	-2.1	1	-3.0	13	0	-19	-7	-16
COCc1cc(C)nc(OCC(=O)N/N=C/c2ccc(OC)c(O)c2)c1C#N	2	-2.7	0	-5.8	10	4	-24	-19	-2

Structures above that have two or more sulfur atoms (2):
SMILES	IDE cell activ	IMP-1 inh	IDE inh	VIM-2 inhibitor	SUMO HTRF inh	M18AAP inhibitor	DNA FID counter	pCIP destab	HCV NS3 hel inh
O=C(O)c1sc2cc(C(F)(F)F)cnc2c1-c1cccs1	.	-1.1	-1	-0.6	16	4	-7	-4	8
CCCS(=O)(=O)N1CCN=C1SCc1ccc(C)cc1	4	-2.1	1	-3.0	13	0	-19	-7	-16

Later entries
SMILES	IDE cell activ	IMP-1 inh	IDE inh	VIM-2 inhibitor	SUMO HTRF inh	M18AAP inhibitor	DNA FID counter	pCIP destab	HCV NS3 hel inh
Cc1ccccc1NC(=O)NC1(C(=O)NCc2ccco2)CCCCC1	3	-3.6	1	-2.0	0	2	-4	3	-1
Cc1cc(C)c2c(=O)c3c(oc2c1)C(=O)N(CCO)C3c1cccc(O)c1 (stereo unspecified)	-1	-2.1	-1	-3.0	8	-8	-10	-2	0
CSc1ccc(NC(=O)Nc2cccn(Cc3ccccc3)c2=O)cc1	0	1.0	-1	-1.4	11	-1	-16	-8	-15
CCc1cc(C(=O)OC)c(NC(=O)CC2Sc3ccc(C(F)(F)F)cc3NC2=O)s1 (stereo unspecified)	-1	-4.6	-10	-2.5	15	-2	5	-13	-8
Cc1cc(C(=O)Nc2c(C)n(C)n(-c3ccccc3)c2=O)on1	-2	-4.5	0	-1.6	18	-4	-2	2	-4
N#Cc1ccccc1CSc1nc2ccc(NC(=O)c3ccccc3C(=O)O)cc2s1	9	-2.7	-3	-5.0	13	0	4	-24	-5
COCCOC(=O)c1[nH]c2c(c1C)C(=O)CC(c1cc(OC)ccc1OC)C2 (stereo unspecified)	-8	-1.7	2	-0.6	0	-8	-9	-5	-6
CN1CCN(C(=O)c2ccc(S(=O)(=O)c3ccc(Br)cc3)cc2)CC1	-5	-4.8	0	-1.9	16	-1	-2	5	-4
CCc1nc(CN(C)C(=O)C2CCC(=O)N(CCc3cccc(F)c3)C2)no1 (stereo unspecified)	5	-2.6	4	-0.1	-1	-3	-9	-56	3
CC(OC(=O)c1cccs1)C(=O)NCc1ccco1 (stereo unspecified)	0	0.5	0	-1.6	5	-1	-1	-1	-3
O=C(NC(=S)NNS(=O)(=O)c1ccccc1)c1ccccc1[N+](=O)[O-]	-1	-3.9	2	-3.4	-79	13	-8	2	2
O=[N+]([O-])c1ccccc1COc1ccc(Cl)c2cccnc12	2	-2.0	-4	0.9	22	2	-11	-4	10
Cc1cccc(C)c1OCC(O)CNS(=O)(=O)c1ccccc1C(=O)N1CCOCC1 (stereo unspecified)	-3	-2.5	.	-1.1	-8	1	-16	-9	-5
Cc1cc(NC(=O)CSc2ccc(-c3ccc(F)cc3)nn2)no1	-1	-3.1	11	-3.5	-10	16	-11	2	4
O=C1CCC(=O)N1c1nc2nc(-c3ccccc3)cc(=O)n2[nH]1	2	-5.3	5	-3.0	8	9	4	7	-5
Cc1ccc(-c2c(C(=O)N/N=C/c3c[nH]c4ccccc34)nnn2-c2nonc2N)cc1	3	-1.7	2	-3.2	11	-6	-4	0	-36
CC1=NN(c2ccccc2)C(=O)/C1=C\c1cc(C)n(C)c1C	6	-3.2	2	-3.8	6	0	-11	-6	-13
Cc1ccc(N2CCN(c3ccc(C)cc3)C2c2ccccn2)cc1	-2	-2.1	-1	-2.4	0	-7	-8	2	-4
CCN(CC)C(=O)CSC(Nc1ccc(F)cc1)=C(C#N)C#N	-6	-3.7	5	-1.6	20	13	-15	-14	31
O=C(Nc1nc(COc2ccccc2)cs1)C1CCC1	-2	-0.7	4	-1.6	7	-5	-8	-5	-5
COC(=O)CN1C2(C#N)CCCCC2CC2CCCCC21C#N (stereo unspecified)	4	-3.8	-4	-2.5	-6	11	2	-23	-1
COc1ccc(CN2CCNC(=O)C2CC(=O)NC2CCCCC2)c(OC)c1 (stereo unspecified)	0	-2.2	0	-1.7	2	1	-17	1	-27
N#Cc1cccc(-c2nnc(SCc3ccccc3C#N)o2)c1	1	-1.4	3	-3.1	18	-2	-1	-25	5
N#C/C(=C\c1ccc(-c2ccc(C(=O)O)cc2)o1)C(=O)Nc1ccc(F)cc1	3	0.8	0	0.2	36	2	-16	7	31
Cc1cc(C)n2nc(CC(=O)NNC(=O)COc3ccccc3)nc2n1	3	-4.3	-3	-1.9	.	13	-6	-16	1
CCc1c(C(=O)NC2CCCC2)csc1C	4	-4.0	1	-3.2	4	4	-2	12	-3
Cc1cc(NC(=O)c2cc([N+](=O)[O-])ccc2Cl)no1	-2	-2.1	0	-1.5	20	1	-2	0	14
COc1ccc2sc(N3C(=O)C4CC=C(C)CC4C3=O)nc2c1 (stereo unspecified)	9	-0.5	0	1.7	4	1	-16	-3	1
CCC(C)(C)NC(=O)C(c1ccc(OC)cc1)N(C(=O)CCC(=O)Nc1cc(C)on1)c1ccccc1F (stereo unspecified)	1	-5.6	5	-3.5	-1	-1	-52	1	7
CCOC(=O)c1c(/N=C/N(C)C)sc(C)c1C	2	-2.8	7	0.1	0	0	-4	3	-3

By substructure: those above containing a Cl atom (7)
SMILES	IDE cell activ	IMP-1 inh	IDE inh	VIM-2 inhibitor	SUMO HTRF inh	M18AAP inhibitor	DNA FID counter	pCIP destab	HCV NS3 hel inh
Cn1c(CC(=O)Nc2ccc(Cl)c(Cl)c2)nnc1SCC(=O)N1CCN(c2ccccc2)CC1	-6	-1.3	1	-2.5	-13	-2	-22	-8	-27
Cc1cc(Cl)c2oc(C(=O)N(C)Cc3nccn3C)c(C)c2c1	8	-3.7	.	-2.6	10	-1	-11	-12	8
CCOc1ccccc1NC1=C(Cl)C(=O)N(c2ccc(OC)cc2)C1=O	9	-2.9	7	-3.0	-8	17	-3	4	-6
CC1(C(=O)OCC(=O)Nc2ccccc2Cl)CC1(Cl)Cl (stereo unspecified)	2	0.1	-2	0.3	0	3	-16	5	8
O=C(Nc1ccccc1C(=O)O)c1cc(S(=O)(=O)N2CCCCCC2)ccc1Cl	4	-1.6	0	0.6	-1	-6	-10	-2	-5
O=[N+]([O-])c1ccccc1COc1ccc(Cl)c2cccnc12	2	-2.0	-4	0.9	22	2	-11	-4	10
Cc1cc(NC(=O)c2cc([N+](=O)[O-])ccc2Cl)no1	-2	-2.1	0	-1.5	20	1	-2	0	14
